# NPY-Y2 PAM-ag: NPY-Y2 potentiators or agonists, primary screen, cell-based | cells expressing NPY-Y2, potentiator/agonist read-out | Neuropeptide Y receptor type 2 (Homo sapiens), P49146 | AID 1359, 2008 | activation, % at 3.6 µM | actives 0.45% (n = 220,000); in the data active = activation above about 27%;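 note: cells stimulated with NPY near EC25 plus isoproterenol at EC100; 0% = vehicle plus submaximal agonist and 100% = vehicle plus saturating agonist; some results beyond the cut were filed as inactive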
# Target sequence (P49146 whole entry, looked up): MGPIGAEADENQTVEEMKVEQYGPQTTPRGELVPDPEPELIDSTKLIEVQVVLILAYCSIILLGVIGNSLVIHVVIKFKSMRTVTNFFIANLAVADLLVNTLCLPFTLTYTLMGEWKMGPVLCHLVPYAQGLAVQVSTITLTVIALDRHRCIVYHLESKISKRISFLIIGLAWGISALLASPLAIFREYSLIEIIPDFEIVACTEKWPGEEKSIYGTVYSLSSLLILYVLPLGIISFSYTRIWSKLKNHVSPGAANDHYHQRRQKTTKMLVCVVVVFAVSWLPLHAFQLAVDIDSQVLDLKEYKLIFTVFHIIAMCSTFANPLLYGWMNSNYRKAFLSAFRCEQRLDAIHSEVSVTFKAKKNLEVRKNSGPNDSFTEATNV
# NPY-Y1 antag: NPY-Y1 receptor antagonists, primary screen, cell-based; Neuropeptide Y receptor type 1 (Homo sapiens), P25929; HEK293-CNG Y1 cells, membrane potential fluorescence; NPY at EC95, then isoproterenol; inhibition, % at 3.6 µM; actives 1% (n = 200,000);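 active = inhibition above the campaign mean inhibition of all tested compounds plus 3 SD, cut at about 20% in these data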;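 note: 0% = DMSO wells given NPY plus isoproterenol and 100% = isoproterenol alone without NPY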
#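 material = HEK293 cells with Y1 receptor plus CNG channel | also added = NPY 25 nM then isoproterenol 1 µM plus Ro 20-1724 25 µM | schedule = dye 3 h, compound 60 min room temperature, stimulation 45 min | measured by = membrane potential fluorescence | benchmarks = high control isoproterenol alone, low control NPY with isoproterenol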
# p47phox inh: p47phox/p22phox peptide binding inhibitors, primary screen, biochemical, uHTS, NADPH oxidase regulatory subunit; Neutrophil cytosol factor 1 (Homo sapiens), P14598; fluorescence polarization, 2 h; inhibition, % at 24.7 µM; actives 0.53% (n = 220,000);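 active = inhibition above about 30%, limit read from the data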;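 note: 0% = p47phox with labelled peptide and 100% = labelled peptide alone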
# CHOP inhibitor: inhibitors of CHOP promoter induction, primary screen, cell-based, unfolded protein response, luciferase reporter; CHO-K1 CHOP-promoter luciferase, tunicamycin-induced, 15-18 h; inhibition, % at 10 µM; actives 3.8% (n = 220,000); AID 2732, 2010;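 active = compounds that reduced the stress-induced luciferase reporter signal by more than about 70% of percent inhibition, limit read from the data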;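 note: 0% = tunicamycin plus vehicle and 100% = wells without tunicamycin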
# BaF3 tox: parental Ba/F3 cell viability inhibition, counter-screen for JAK2V617F inhibitor project, murine pro-B, CellTiter-Glo luminescence; CellTiter-Glo ATP luminescence; inhibition, % at 5.6 µM; actives 1.1% (n = 220,000); AID 1486, 2009;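 active = inhibition above a per-campaign cutoff, the mean inhibition of all tested compounds plus 3 SD, cut at about 27% in these data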;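 note: 0% = DMSO wells and 100% = JAK Inhibitor I control wells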
# S1P4 antag: S1P4 receptor antagonists, primary screen, cell-based | Sphingosine 1-phosphate receptor 4 (Homo sapiens), O95977 | S1P4-expressing cells, antagonist mode, reporter read-out | inhibition, % at 4.98 µM | actives 0.26% (n = 220,000) | AID 1510, 2009; in the data active = inhibition above about 29%;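 note: 0% = wells stimulated with agonist and 100% = vehicle wells without agonist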
# Target sequence (O95977 whole entry, looked up): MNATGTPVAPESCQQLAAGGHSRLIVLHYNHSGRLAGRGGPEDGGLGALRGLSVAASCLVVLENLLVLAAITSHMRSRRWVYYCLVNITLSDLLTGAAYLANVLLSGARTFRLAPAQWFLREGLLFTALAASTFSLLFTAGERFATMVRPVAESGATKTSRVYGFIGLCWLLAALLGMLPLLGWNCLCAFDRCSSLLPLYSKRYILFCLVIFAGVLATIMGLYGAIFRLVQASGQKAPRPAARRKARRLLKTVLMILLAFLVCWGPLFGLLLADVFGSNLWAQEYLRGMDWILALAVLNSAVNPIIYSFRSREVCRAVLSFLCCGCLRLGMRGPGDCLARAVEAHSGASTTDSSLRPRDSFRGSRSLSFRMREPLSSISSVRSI
# S1P4 ag: S1P4 receptor agonists, primary screen, cell-based; Sphingosine 1-phosphate receptor 4 (Homo sapiens), O95977; actives 0.35% (n = 220,000); S1P4-expressing cell line, agonist reporter assay; activation, % at 4.98 µM; in the data active = activation above about 11%;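 note: 0% = DMSO vehicle and 100% = reference agonist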
# NPY1 pot ag: NPY-Y1 receptor potentiators or agonists, primary screen, cell-based | Neuropeptide Y receptor type 1 (Homo sapiens), P25929 | NPY-Y1 expressing cells, potentiator/agonist activation | activation, % at 3.6 µM | actives 0.37% (n = 220,000); in the data active = activation above about 33%, passing the limit was not always enough;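 note: cells stimulated with NPY at EC10 then isoproterenol at EC100; 0% = low agonist plus stimulus and 100% = saturating agonist plus stimulus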
# Ba/F3 V617F tox: reduced viability of JAK2V617F-dependent Ba/F3 cells, primary screen, JAK2V617F inhibitor project, cell-based, Ba/F3 EpoR-JAK2V617F, luminescence; actives 1.1% (n = 220,000); inhibition, % at 5.6 µM; ATP luminescence;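 active = inhibition above the campaign mean plus 3 SD over all tested compounds, cut at about 24% in these data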;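 note: cytokine-independent growth of Ba/F3 cells driven by EpoR plus mutant JAK2; 0% = DMSO-treated cells and 100% = JAK inhibitor I control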
# Starred values were filed as active, the others as inactive; / = not tested or not shown. Outcome played no part in choosing rows. About 7.1% of those tested had a hit in this group.
SMILES | S1P4 ag | NPY1 pot ag | Ba/F3 V617F tox | CHOP inhibitor | BaF3 tox | NPY-Y2 PAM-ag | p47phox inh | NPY-Y1 antag | S1P4 antag
CN(C)CCCN1C(=O)CSC1c1ccccc1 (centres undefined) | -1.7 | 4 | 5 | 29 | 6 | -4 | -8 | -5 | 1
COCCNC(=S)N/N=C(\C)c1ccc(C)c([N+](=O)[O-])c1 | 1.2 | -5 | -1 | 8 | 5 | -1 | -18 | 3 | -9
O=C(NC1CCCCC1)NC1(C(=O)N2CCN3CCCC3C2)CCCCC1 (centres undefined) | 2.2 | -23 | 2 | 0 | 4 | 2 | 0 | -1 | -14
COc1ccc(NC(=S)N2CCN(c3ccccn3)CC2)cc1 | 0.5 | 6 | -1 | 25 | 7 | -3 | -21 | 1 | -22
CNc1cc(C)nc(N2CCOCC2)n1 | 1.1 | -13 | 4 | -6 | 2 | -6 | 12 | / | -19
COc1ccc(CCNC(=O)c2cc(-c3ccco3)on2)cc1OC | -2.4 | 24 | 0 | -7 | 8 | -5 | -15 | 0 | 9
Cc1cc2nnc(SC(C)C#N)n2c2ccccc12 (centres undefined) | -0.8 | 0 | -1 | 22 | 0 | -13 | 1 | -2 | -22
Cc1noc(/C=C/c2ccco2)c1S(=O)(=O)N1CCC(C(=O)N2CCc3ccccc3C2)CC1 | 1.5 | -13 | -3 | 18 | 3 | -2 | -110 | -5 | 4
CCCCn1c(NCc2ccccn2)nc2ccccc21 | -2.4 | -17 | 5 | -34 | 7 | -1 | -17 | 8 | 21
COc1cc(/C=N/n2c(-c3ccccc3)n[nH]c2=S)cc(OC)c1OC | 0.3 | -4 | -1 | -21 | -1 | -3 | -17 | / | -28
CC1CC(C)CN(c2ncc3c(n2)CC(c2ccccc2)CC3=O)C1 (centres undefined) | 1.8 | -14 | 3 | 41 | 2 | -11 | -2 | 31* | 9
Cc1ccc(-n2cnnn2)c(S(=O)(=O)N2CCOCC2)c1 | -2.9 | -14 | -5 | 9 | 2 | 2 | -1 | -2 | -4
CC(C)(C)NC(=O)c1cccc(NC(=O)Cc2ccc(Br)cc2)c1 | 1.1 | 5 | -2 | 29 | 6 | 4 | 3 | 2 | -9
COc1ccc(S(=O)(=O)Nc2ccc3c(c2)CCC3)cc1 | -2.5 | -2 | -7 | 13 | 0 | -4 | -10 | -4 | -11
Cc1[nH]n(-c2ccccc2)c(=O)c1C=NCc1ccncc1 | -1.1 | 6 | -3 | 1 | 2 | 0 | -1 | / | 4
COc1cc(NC(=O)CSc2ncnc3c2cnn3Cc2ccccc2)cc(OC)c1 | 1.2 | 5 | -3 | -35 | 1 | -3 | -10 | 4 | -21
CSc1nnc(C)c(/C=C/Nc2ccc(C)cc2)n1 | -0.6 | -1 | -3 | 47 | 2 | -8 | -10 | 6 | -2
CCOC(=O)c1cc(C#N)c(Oc2ccccc2OC)nc1-c1ccccc1 | -1.8 | 0 | -2 | 35 | 2 | 8 | -13 | -1 | -21
O=C(O)c1ccc(N2C(=O)CC(SC(=Nc3ccccc3)Nc3ccccc3)C2=O)cc1 (centres undefined) | 1.1 | -21 | -1 | 15 | 6 | 2 | -8 | 8 | -20
O=C(NC1CCCCC1)N1CCN(CCc2ccccc2)CC1 | -0.3 | 13 | 0 | 9 | 2 | 1 | -17 | -5 | -10
C/C(=N/N1CCN(c2ccccn2)CC1)c1cccc([N+](=O)[O-])c1 | -1.4 | 9 | -1 | 11 | 3 | -5 | -9 | 4 | -17
CCOC(=O)CC1(c2ccc(OC)c(OC)c2)C(=O)c2ccccc2C1=O | -0.4 | -10 | -3 | 4 | 1 | -6 | -51 | / | -14
O=c1cc(-c2ccc(O)cc2)oc2c(O)c(O)c(O)c(O)c12 | 0.3 | -10 | -4 | -4 | -4 | -1 | -3 | / | 2
Cc1ccccc1-n1nnnc1SCC(C)C | -1.8 | 0 | -3 | -4 | 1 | 6 | -4 | 13 | -10
NC(=O)c1ccccc1N/C=C/C(=O)c1ccc(Cl)cc1Cl | 0.0 | 5 | 5 | 15 | 9 | -2 | -5 | -2 | -23
COc1cccc(C(C)NC(=O)Nc2cc(Cl)ccc2OC)c1 (centres undefined) | -0.7 | -4 | 2 | 5 | 7 | -12 | -7 | 1 | -12
CCn1cc(CNC(=O)NC2CCCCC2)c(C)n1 | 4.2 | 24 | -5 | -2 | 3 | 9 | 1 | -1 | -10
COc1ccc(-n2c(=O)[nH]cc(C(=O)N3CCCc4ccccc43)c2=O)cc1 | 0.4 | -20 | 3 | 25 | 3 | -10 | -7 | 1 | -5
O=S(=O)(CC(O)CS(=O)(=O)c1ccc(Cl)cc1)c1ccccc1 (centres undefined) | 2.6 | -11 | -3 | -9 | -2 | -5 | -9 | / | 1
COC(=O)CSCC(=O)Nc1cc2c(cc1C(C)=O)OCO2 | 1.4 | -12 | 3 | -30 | 5 | -17 | -5 | 0 | 7
O=C(CN(C(=O)CNC(=O)c1cccs1)c1ccc2c(c1)OCCO2)NC1CCCC1 | -1.2 | 22 | 3 | 22 | 9 | 4 | -3 | -5 | 1
Cc1ccc(-n2nc(C)c3c(C)cc(=O)[nH]c32)cc1 | -1.7 | 0 | 3 | 12 | 8 | -5 | 0 | 7 | 0
CCCc1nc2cc(Cl)c([N+](=O)[O-])cc2o1 | 0.7 | 5 | -2 | 36 | 5 | 12 | 0 | 6 | -6
O=C(/C=C/c1ccccc1)Nc1sc2c(c1C(=O)O)CCC2 | -0.2 | 17 | -2 | 6 | 2 | -17 | -21 | / | 3
COc1ccc(C)cc1NC(=O)CN1CCN(C/C=C/c2ccccc2)CC1 | -2.3 | -28 | 0 | 18 | 5 | -25 | 5 | 9 | 11
CC(=O)Nc1cc(NC(C)=O)c(CC(C)C)s1 | -0.8 | -8 | 2 | 1 | 7 | 7 | -11 | -2 | -12
O=C(Nc1ncc(Cc2ccccc2Cl)s1)c1ccc(-c2cccc([N+](=O)[O-])c2)o1 | 1.7 | 2 | -2 | 8 | 7 | 0 | -42 | 1 | -6
C/C(Cc1ccccc1)=N\NC(=O)C1CCCCC1 | 0.6 | -3 | 2 | 16 | 5 | -1 | 4 | 3 | -7
CC(C)(C)c1ccc(COC(=O)CNC(=O)CNC(=O)Cc2ccccc2)cc1 | 0.8 | 15 | 2 | 24 | -2 | -1 | 1 | 1 | 8
O=C(c1ccc(-c2ccc(Cl)cc2)o1)N1CCN(c2ccc([N+](=O)[O-])cc2Cl)CC1 | -0.5 | -14 | -3 | 51 | 2 | 3 | -6 | 8 | -7
Cc1cccc(C(C)C)c1NC(=O)COC(=O)Cc1ccsc1 | -0.5 | 26 | 1 | 1 | 6 | -16 | -3 | 15 | -2
CCS(=O)(=O)c1ccc(O)c(NC(=O)Nc2ccc(C(C)(C)C)cc2)c1 | 0.1 | 22 | 2 | 14 | 2 | 15 | -20 | / | 0
COc1cccc(-c2nc(S(=O)(=O)c3ccccc3)c(N3CCOCC3)o2)c1 | -0.8 | -27 | 0 | 24 | 1 | 1 | -7 | -9 | -12
CN(Cc1cccs1)C(=O)COc1ccc(-c2nnco2)cc1 | -4.5 | 3 | -1 | 16 | 3 | -1 | -4 | -1 | -13
O=C(Nn1c(SCc2cccc([N+](=O)[O-])c2)nc2ccccc2c1=O)c1ccccc1 | 1.9 | -16 | -2 | -35 | 2 | 15 | -3 | 11 | -2
CC1=C(C(=O)OC(C)C)C(c2ccncc2)n2ncnc2N1 (centres undefined) | -0.3 | -8 | -1 | -6 | 4 | -4 | -2 | 3 | 5
CCn1cc(C(=O)C(F)(F)F)c2ccccc21 | 0.1 | 4 | 0 | 10 | 7 | 2 | -3 | 10 | -10
CNC(=O)c1csc(-c2ccccc2)n1 | -0.6 | -3 | 3 | 18 | 5 | 2 | -2 | -2 | 1
O=C(NC(Nc1cc(C(F)(F)F)ccc1Cl)C(=O)c1ccccc1)c1ccccc1 (centres undefined) | 3.0 | -18 | -1 | 50 | 6 | 21 | -20 | 11 | -7
Cc1ccc(-c2nnc(N(C)C(=O)c3ccccn3)s2)cn1 | 0.5 | 7 | 3 | 35 | 5 | 5 | -14 | -6 | -14
CC(C)(C)NC(=O)CN(Cc1ccc2c(c1)OCO2)C(=O)CCC(=O)Nc1nccs1 | 1.7 | -1 | 4 | 14 | 7 | -3 | 3 | 8 | -18
CC(C)(C)c1ccc(C(=O)C2CCCN(C(=O)CN3CCCC3=O)C2)cc1 (centres undefined) | -0.1 | -16 | 4 | 3 | 7 | -9 | -6 | -3 | -7
O=C(NC1CCCCC1)C1CCC(CNS(=O)(=O)c2cccc3nsnc23)CC1 (centres undefined) | -0.9 | -2 | 3 | 15 | 4 | -15 | -12 | 9 | -3
CC1CC(C)CN(c2ncc3c(n2)CC(c2ccccc2Cl)CC3=O)C1 (centres undefined) | -2.5 | -19 | -1 | 55 | 2 | -3 | -3 | 0 | -11
Cn1c(/C(C#N)=N/O)nc2ccccc21 | -0.6 | 3 | -3 | -10 | 2 | -8 | -3 | -4 | -4
Cc1ccc(NC(=O)CN2C(=O)S/C(=C\c3ccc(-c4cccc(C(=O)O)c4C)o3)C2=O)cc1C | 0.0 | 11 | -2 | 41 | 5 | 4 | -56 | -1 | 6
N#CCCN(Cc1ccccc1)C(=S)NC(=O)c1ccccc1 | -4.1 | 5 | 2 | -13 | 1 | -4 | 3 | 3 | -15
Cc1ccccc1NC(=S)N(CCN(C)C)C(C)c1ccco1 (centres undefined) | -2.1 | -10 | 2 | 9 | 8 | 6 | -10 | 9 | -9
CCCC12CN3CC(C)(CN(C1)C31C(=O)Nc3ccc(C)cc31)C2=O (centres undefined) | 4.3 | -1 | 1 | 7 | 0 | 3 | 0 | 0 | 2

# Screening data from PubChem.
